Compound activity: PubChem, Southern Research Specialized Biocontainment Screening Center
inhibitors of VEEV: inhibitors of VEEV TC-83 cytopathic effect, confirmation, Vero cells (AID 588727); 0.13% of 350,000 active; one-dose inhibition, % at 20 µM; IC50 in µM for titrated hits; Vero cells, VEEV TC-83 cytopathic effect inhibition; higher % means a stronger effect; in the data active = a potency from the dose series; inconclusive = inhibition mostly from about 14% at the one dose, without a potency; inactive = the rest, 99 in 100 with inhibition below about 12%; note: strong numbers were not always called active
M. tuberculosis HTS: M. tuberculosis growth inhibition, HTS (AID 449762); one-dose inhibition, % at 25 µM; IC50 in µM for titrated hits; 0.59% of 330,000 active; M. tuberculosis H37Rv growth inhibition, 7H9 media; higher % means a stronger effect; in the data active = a potency from the dose series; inconclusive = inhibition above about 70% without an active follow-up result;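 note: bacterial growth assessed after seven days of incubation; strong numbers were not always called active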
influenza NS1A: H1N1 influenza NS1A inhibitors, functional cell based assay (AID 504329); NS1A functional cell-based assay, percent inhibition; higher % means a stronger effect; inhibition, % at 12.5 µM, or IC50 in µM where a hit was titrated; 0.3% of 340,000 active; in the data active = a potency from the dose series; inconclusive = inhibition above about 27% without an active follow-up result; note: strong numbers were not always called active
PhoP GFP inhibition: Inhibition of PhoP regulon, Salmonella typhi GFP reporter cells, confirmation, 4 h (AID 1850); Salmonella Typhi PhoP-promoter GFP reporter, fluorescence, 4 h; higher % means a stronger effect; inhibition, % at 50 µM, or IC50 in µM where a hit was titrated; 0.33% of 310,000 active; in the data active = a potency from the dose series; inconclusive = inhibition mostly from about 25% at the one dose, without a potency; inactive = the rest, 99 in 100 with inhibition below about 19%;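 note: 0% = induced wells with vehicle and 100% = uninduced wells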
M. tuberculosis: growth inhibition of non-replicating M. tuberculosis (AID 488890) | inhibition, % at 25 µM; hits with a dose series show IC50 in µM | Mycobacterium tuberculosis non-replicating, growth inhibition; higher % means a stronger effect | 0.39% of 320,000 active; in the data active = a potency from the dose series; inconclusive = inhibition mostly from about 82% at the one dose, without a potency; inactive = the rest, 99 in 100 with inhibition below about 76%;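 note: plate controls were DMSO cells for no effect and high antibiotic wells for full effect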
inhibitors of VEEV 10K pilot screen: second read-out of inhibitors of VEEV, no call of its own (marks repeat the call); inhibition, %; measured here: 10K pilot screen inhibition
Active calls of the source: *; i = inactive; ? = inconclusive; . = no result given.

SMILES | inhibitors of VEEV | M. tuberculosis HTS | influenza NS1A | PhoP GFP inhibition | M. tuberculosis | others
COc1ccc(OC)c(CNC(=O)Cc2c(C(=O)O)[nH]c3ccccc23)c1 | 3.5% | -10% | 6% | -3% | 1%
COc1ccccc1CNC(=O)CN(c1cccc([N+](=O)[O-])c1)S(C)(=O)=O | 0.7% | -4% | -11% | 1% | 14%
COc1ccc(C(=O)c2cc([N+](=O)[O-])ccc2N2CCCC2)cc1 | 8.9% | -16% | -2% | -9% | 11%
CCOc1cccc2c1OC1(C)CC2NC(=O)N1c1cccc(Cl)c1 (centres undefined) | 0.3% | 2% | -20% | 2% | 9%
C[C@@H]1CN([C@H](C)CO)C(=O)c2cc(NC(=O)c3ccncc3)ccc2O[C@@H]1CN(C)C(=O)Nc1ccccc1 | i | 0% | 16% | . | 22%
O=C(CNC(=O)c1ccccc1Cl)NC1CCN(Cc2ccccc2)CC1 | i | -12% | 1% | 4% | -8%
O=C(CCNS(=O)(=O)c1ccccc1)N1CCOCC1 | 0.1% | -8% | -2% | -4% | -8%
C=CCOc1ccc(/C=C2\N=C(C)OC2=O)cc1OC | 1.2% | 2% | -24% | -8% | 74%
CCOc1cc(/C=N/Nc2nc(=O)[nH]nc2C)ccc1O | 1.6% | -2% | 0% | 6% | 7%
Cn1c(=O)c2c(nc(SCC(=O)NCc3ccc4c(c3)OCO4)n2Cc2ccc(F)cc2)n(C)c1=O | 5.8% | 0% | 9% | -4% | 20%
Cc1ccc2c(CC(=O)OC(C)C(=O)Nc3ncc(Cl)cc3Cl)coc2c1 (centres undefined) | i | 8% | -3% | 4% | 44%
COC(=O)C1=C(C(=O)OC)[C@@H]2N(C)c3ccccc3[C@@]23C[C@@H](CO)N(C(=O)C2CCC2)C3=N1 | 0.6% | -12% | -13% | 1% | 12%
COc1ccc(-n2ncc3c(N4CCCc5ccccc54)ncnc32)cc1 | i | . | 0% | . | .
O=C(Nc1cccnc1)c1cc(-c2ccccc2)on1 | i | -2% | 1% | 10% | 57%
CN(C)Cc1cc(C(C)(C)C)c(O)c(C(C)(C)C)c1 | 1.0% | 2% | 0% | -1% | ?
COc1ccc(NC(=O)CN(C)C(=O)C2CCCO2)cc1 (centres undefined) | 2.1% | -10% | -1% | . | -16%
O=c1cc(-c2nn[nH]n2)[nH]c(=O)[nH]1 | 3.6% | . | -3% | . | .
CC(NC(=O)CCc1c[nH]c2ccccc12)c1ccccc1 (centres undefined) | 1.5% | 4% | -7% | 5% | -13%
CCc1ccc(NC(=O)CC2NCCNC2=O)cc1 (centres undefined) | 0.3% | -1% | -1% | -15% | 11%
N#CCCn1nc(Cc2cccc3ccccc23)c(C#N)c1N | 0.2% | 2% | -4% | -5% | -17% | inhibitors of VEEV 10K pilot screen=2.4
Cc1ccnc(NC(=O)CCC(=O)N(CC(=O)NCc2ccc(F)cc2)c2cccc(F)c2)c1 | 1.3% | 1% | -7% | 6% | -18%
COc1ccc(CN(C)CC(O)COC(c2ccc(OC)cc2)c2ccc(OC)cc2)cc1 (centres undefined) | i | ? | 17% | 4% | ?
O=C(CN1CCN(c2ccccc2)CC1)Nc1scc2c1c(=O)oc1ccccc12 | i | -6% | 0% | -12% | -7%
N#Cc1c(N2CCCCC2)nc(N2CCCCC2)c2c1CCN(Cc1ccccc1)C2 | i | 21% | 25% | -6% | 73%
Cc1cc(C)n(-c2ccc(Cl)c(C(=O)O)n2)n1 | i | 8% | -26% | -4% | 5%

Ordered by SMILES length (ascending): part of the list above
SMILES | inhibitors of VEEV | M. tuberculosis HTS | influenza NS1A | PhoP GFP inhibition | M. tuberculosis | others
O=C(Nc1cccnc1)c1cc(-c2ccccc2)on1 | i | -2% | 1% | 10% | 57%
O=c1cc(-c2nn[nH]n2)[nH]c(=O)[nH]1 | 3.6% | . | -3% | . | .
Cc1cc(C)n(-c2ccc(Cl)c(C(=O)O)n2)n1 | i | 8% | -26% | -4% | 5%
CC(NC(=O)CCc1c[nH]c2ccccc12)c1ccccc1 (centres undefined) | 1.5% | 4% | -7% | 5% | -13%
CN(C)Cc1cc(C(C)(C)C)c(O)c(C(C)(C)C)c1 | 1.0% | 2% | 0% | -1% | ?
CCOc1cccc2c1OC1(C)CC2NC(=O)N1c1cccc(Cl)c1 (centres undefined) | 0.3% | 2% | -20% | 2% | 9%
O=C(CNC(=O)c1ccccc1Cl)NC1CCN(Cc2ccccc2)CC1 | i | -12% | 1% | 4% | -8%

The main list resumes with the 2 entries that preceded the break.
SMILES | inhibitors of VEEV | M. tuberculosis HTS | influenza NS1A | PhoP GFP inhibition | M. tuberculosis | others
N#Cc1c(N2CCCCC2)nc(N2CCCCC2)c2c1CCN(Cc1ccccc1)C2 | i | 21% | 25% | -6% | 73%
Cc1cc(C)n(-c2ccc(Cl)c(C(=O)O)n2)n1 | i | 8% | -26% | -4% | 5%
O=C(CCCC(=O)N1CCN(c2ccccc2F)CC1)c1ccccc1 | 0.9% | -9% | 7% | -4% | 15%
CN(C)S(=O)(=O)c1ccc(Cl)c(NC(=O)COC(=O)CCC2CCCCC2)c1 | i | 7% | 5% | . | -2%
CCOc1ccccc1N(CC(=O)NC(C)(C)C)C(=O)CCC(=O)Nc1nccs1 | 1.2% | 0% | 14% | 2% | -10%
COc1ccc(CN2CCN(C(=O)c3ccc(-c4ccccc4)cc3)CC2)c(OC)c1OC | 2.5% | -5% | -20% | 4% | -2%
O=C(/C=C/c1ccncc1)c1cc(Cl)ccc1O | 5.2% | 59% | 10% | -20% | 19%
O=C(N[C@H](Cc1ccc(Cl)cc1)C(=O)O)OCC1c2ccccc2-c2ccccc21 | 1.5% | -6% | 0% | -2% | 6% | inhibitors of VEEV 10K pilot screen=3.0
CCOC(=O)c1[nH]cnc1C(=O)Nc1ccccc1OC | 1.7% | -1% | -3% | 4% | 16%
O=c1c2ccccc2nnn1CSc1nnc(-c2cccc(S(=O)(=O)N3CCCCC3)c2)o1 | 4.7% | -2% | -4% | -1% | 23%
CCN1C(=O)C(CC(=O)Nc2ccc(OC)cc2)N(CCCN2CCN(c3ccc(OC)cc3)CC2)C1=S (centres undefined) | 5.8% | ? | 20% | 11% | 18%
O=C(CSc1ncnc2c1oc1ccccc12)Nc1cccc(Cl)c1 | 3.9% | -7% | 3% | -11% | 11% | inhibitors of VEEV 10K pilot screen=1.2
CC1CC(=Cc2ccc(N)cc2)C(=O)O1 (centres undefined) | 12% | . | -23% | . | .
CC1CCC(NC(=O)c2cc3c(s2)CS(=O)(=O)C3)CC1 (centres undefined) | i | . | -8% | . | .
CCN(CC)c1ccc(NC(=O)CCCCC(=O)Nc2ccc(N(CC)CC)cc2)cc1 | i | -18% | -8% | 1% | 58%
CCC(C(=O)Nc1ccc(C(=O)Nc2ccccc2C(=O)O)cc1)c1ccccc1 (centres undefined) | 6.9% | 5% | 12% | -5% | 51%
O=C(Nc1ccc2c(c1)CCC2)c1cnn2c1NC(c1ccco1)CC2C(F)(F)F (centres undefined) | 0.1% | 6% | -6% | 0% | 3%
CN(C)/C=C1/C(=O)NC(=O)N(CCNc2ncc(C(F)(F)F)cc2Cl)C1=O | 0.5% | 19% | -1% | -3% | 21%
O=C(C1CCCCC1)N1CCN(c2nc(-c3ccc(F)cc3)cs2)CC1 | i | 0% | 4% | 6% | 0%
CN(C)S(=O)(=O)c1ccc(N2CCCC2)c(C(=O)NCc2cccc(C(F)(F)F)c2)c1 | 3.9% | -3% | -3% | 3% | 7%
COc1cc(C(=O)NCC(=O)N/N=C\C(C)=C/c2ccccc2)cc(OC)c1OC | 0.1% | 7% | 13% | 7% | 4%
CC(=O)Nc1ccc(-c2nc3ccc(NC(C)=O)cc3o2)cc1 | 4.0% | 1% | -4% | -2% | -7%
Cn1nccc1C(=O)NC(=S)Nc1cc(Cl)cc(Cl)c1 | 0.4% | 5% | 5% | 8% | 72%
Cc1ccc(N2CCN(C(=O)NC3CCCCC3)CC2C)cc1 (centres undefined) | 0.7% | 7% | -10% | 1% | 6%
CCCc1cc(=O)[nH]c(SCC(=O)Nc2cccc(S(=O)(=O)N3CCCCC3)c2)n1 | 1.3% | -3% | 2% | . | -3%
Cn1cc(-c2ccccc2C(=O)O)c(=O)c2ccccc21 | 0.7% | 7% | -8% | 4% | -10%
CCN(CC)c1nc(N)nc(N(c2ccccc2)c2ccccc2)n1 | 2.5% | 8% | 10% | 15% | 4%
Additional results.
SMILES | inhibitors of VEEV | M. tuberculosis HTS | influenza NS1A | PhoP GFP inhibition | M. tuberculosis | others
COc1ccc(OCc2nnc(SCC(=O)NNC(=O)c3ccc(C)cc3)n2C)cc1 | 0.8% | 1% | 3% | -7% | 5%
COc1ccccc1C1C2=C(CC(C)(C)CC2=O)Nc2nnnn21 (centres undefined) | 0.2% | 3% | -7% | 8% | -14%
Nc1ccc2nc(CN3CCOCC3)[nH]c2c1 | 0.7% | -4% | -8% | 3% | 5%
COc1cc(-c2c(C#N)c(N)nc3c2c(C)nn3-c2ccc(C)c(C)c2)cc(OC)c1OC | 0.6% | 7% | -5% | -12% | .
COc1ccc2c(c1)CC(C)C/C2=N\NC(=O)c1ccco1 (centres undefined) | 0.6% | 8% | -11% | -16% | 49%
N#Cc1ccc(C23CC4(C2)[C@H](CN(Cc2cccnc2)[C@@H]4c2ccccc2)C3c2ccccc2)cc1 (some centres undefined) | 3.0% | 35% | -1% | -2% | 41%
CC(=O)OC(C(=O)N1CCN(c2ccc(F)cc2)CC1)c1ccccc1 (centres undefined) | 0.1% | 0% | 2% | 14% | -6%
CSc1nnc(NC(=O)c2cc(=O)c3cc(C)cc(C)c3o2)s1 | 2.6% | 10% | -20% | -20% | 35%
CCNC(=S)Nc1ccc(OCc2nc3ccccc3s2)cc1 | 1.7% | ? | 0% | 1% | ?
COc1ccc(CN(Cc2ccccn2)S(=O)(=O)c2ccc(-n3cnnn3)c(OC)c2)cc1 | i | -8% | -6% | -2% | 4%
CNc1nc(C)nc(-c2ccccc2O)n1 | 0.9% | 5% | 4% | -16% | -18%
CCOC(=O)C1=C(Cn2cnc3ccccc32)NC(=O)NC1c1cc(C)ccc1C (centres undefined) | 4.6% | 5% | -1% | 18% | 72%
COc1cc(NC(=O)c2ccc(Cl)cc2)c(OC)cc1NC(=O)CN1CCOCC1 | 12% | 42% | 11% | 11% | 18%
COc1ccc(OC)c(-c2csc(NC(=O)CSc3ccc(Br)cc3)n2)c1 | 3.4% | 14% | 3% | -4% | 26%
C=CC[n+]1c(-c2ccc(OC)cc2)csc1NNC(=O)Nc1ccccc1 | 0.1% | 7% | 11% | 0% | 16%
COc1ccccc1CNc1ncnc2sccc12 | i | 2% | 6% | -12% | 17%
CN(CC(=O)Nc1cc(S(=O)(=O)N2CCCC2)ccc1Cl)Cc1nc2ccccc2c(=O)[nH]1 | 7.6% | . | -1% | . | .
Cc1nc(N2CCN(Cc3ccccc3)CC2)nc2c1C(=O)CCC2 | 0.4% | 6% | 6% | -4% | 5%
